PfM18AAP inh: PfM18AAP inhibitors, malaria aminopeptidase, primary screen, biochemical, QFRET, recombinant enzyme; AID 1822, 2009; M18 aspartyl aminopeptidase (Plasmodium falciparum 3D7); inhibition, % at 7.35 µM; 290,000 compounds, 1.2% hits; H-Glu-NHMec fluorogenic cleavage;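 active means inhibition above the campaign mean inhibition over all tested compounds plus 3 SD, cut at about 28% in these data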;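 further: 0% = plate median of test compound wells and 100% = 2 mM ZnCl2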
IDE act: human IDE activators in live cells, primary screen, fluorescence polarization, HEK cells, FAbeta-B substrate; Insulin-degrading enzyme (Homo sapiens), P14735; FAbeta-B cleavage; 0% vehicle, 100% cell-free pure enzyme wells; activation, % at 5.96 µM; 340,000 compounds, 0.073% hits; AID 493087, 2011;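 active means activation above the mean of all tested compounds plus 3 SD, set per screening campaign, cut at about 17% in these data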
NS3 helicase inh: inhibitors of HCV NS3 helicase, primary screen, biochemical, Cy5 molecular beacon fluorescence | Hepatitis C virus NS3 helicase | NS3 helicase DNA unwinding | inhibition, % at 10.9 µM | 290,000 compounds, 0.56% hits;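 active means inhibition above the mean of all tested compounds plus 3 SD, set per campaign, cut at about 35% in these data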;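 further: 0% = DMSO wells and 100% = thioflavine S control wells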
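Material: hepatitis C virus NS3 helicase domain fragment enzyme; measured by: Cy5 fluorescence, 0 and 60 min reads; control set: DMSO and thioflavine S; incubation: 60 min unwinding reaction at 25 °C after ATP addition; read-out basis: % inhibition from 60/0 min fluorescence ratio, DMSO 0%, thioflavine S 100%; repeats: singlicate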
VIM-2 inhibitor: VIM-2 metallo-beta-lactamase inhibitors, primary screen, biochemical, epi-absorbance readout, Pseudomonas aeruginosa enzyme; purified VIM-2, nitrocefin hydrolysis, epi-absorbance fluorescence; inhibition, % at 5.6 µM; 290,000 compounds, 0.89% hits; AID 1527, 2009;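 active means inhibition above the mean of all tested compounds plus 3 SD, cutoff set per screening run, cut at about 7.5% in these data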;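 further: red hydrolysis product quenches plate fluorescence so inhibitors raise well fluorescence; 0% = enzyme with DMSO and 100% = DMSO without enzyme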
FID counter: compounds displacing fluorescent DNA intercalator, primary screen, artefact control for HCV NS3 helicase inhibitor project, biochemical, FID fluorescence. DNA fluorescent intercalator displacement. inhibition, % at 7.9 µM. 290,000 compounds, 0.17% hits; in the data active means inhibition above about 37%;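 further: 0% = vehicle and 100% = reference compound; higher means more ethidium bromide displaced from hairpin DNA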
SUMO HTRF inh: inhibitors of in vitro SUMOylation cascade, primary screen, biochemical, HTRF, uHTS; inhibition, % at 35 µM; 290,000 compounds, 0.36% hits; HTRF SUMOylation assay, SAE1/SAE2 + UBC9; SUMO-conjugating enzyme UBC9 (Homo sapiens), P63279; in the data active means inhibition above about 50%, passing the limit was not always enough; further: strong numbers were not always called active
Target sequence (P63279 whole entry, looked up): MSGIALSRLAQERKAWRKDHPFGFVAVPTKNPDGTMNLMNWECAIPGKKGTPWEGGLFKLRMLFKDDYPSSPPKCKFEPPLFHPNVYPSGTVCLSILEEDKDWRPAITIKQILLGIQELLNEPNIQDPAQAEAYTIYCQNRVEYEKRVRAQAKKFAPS
IDE inh: human IDE inhibitors in live cells, primary screen, fluorescence polarization, HEK cells, FAbetaB substrate; Insulin-degrading enzyme (Homo sapiens), P14735; FAbetaB cleavage; inhibition, % at 5.59 µM; 320,000 compounds, 0.41% hits;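 active means percent inhibition above the average of all tested compounds plus 3 SD, set per screening campaign, cut at about 16% in these data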;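 further: IDE supplied by intact live HEK cells; FP after avidin binding of uncleaved biotin substrate so inhibition keeps polarization high; 0% = DMSO wells and 100% = 60 µM reference IDE inhibitor Ii1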
IMP-1 inh: IMP-1 metallo-beta-lactamase inhibitors, primary screen, biochemical, epi-absorbance readout, Pseudomonas aeruginosa enzyme | 290,000 compounds, 0.45% hits | metallo-beta-lactamase IMP-1 (Pseudomonas aeruginosa) | purified IMP-1, nitrocefin hydrolysis, epi-absorbance fluorescence | inhibition, % at 5.6 µM;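 active means inhibition above the mean plus 3 SD of all compounds in the same screening run, cut at about 4.5% in these data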;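 further: 0% = IMP-1 with DMSO and 100% = DMSO wells lacking enzyme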
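assay system = purified recombinant IMP-1 metallo-beta-lactamase enzyme | schedule = 15 min preincubation plus 25 min reaction at 25 °C | signal = Epi-absorbance fluorescence, 480 nm excitation, 530 nm emission | read-out basis = percent inhibition from optical density relative to buffer-blank wells | controls = IMP-1 with DMSO as 0%, enzyme-free DMSO as 100%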
pCIP destab: p/CIP-EGFP fusion destabilizers, primary screen, fluorescence, F442A cells. Q05BA5. 16 h. decrease of EGFP signal, % at 10 µM. 290,000 compounds, 0.01% hits. AID 1984, 2009;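 active means EGFP signal decrease of at least 30% at 10 µM or well 3 SD below plate mean, unless failing retest; inactive means the rest, including hits failing retest or dose response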; further: some compounds called inactive have numbers as strong as hits; many of its hits are not listed in these tables
Numbers without * were called inactive; . = no result given.

SMILES | PfM18AAP inh | IDE act | NS3 helicase inh | VIM-2 inhibitor | FID counter | SUMO HTRF inh | IDE inh | IMP-1 inh | pCIP destab
CCc1cccc(CC)c1NC(=S)NCc1nc2ccccc2[nH]1 | -5 | -3 | 0 | -4.0 | 0 | -8 | 10 | -2.8 | 3
Cc1ccsc1/C=N/NC(=O)c1ccccn1 | 3 | -1 | -13 | -2.3 | -2 | 0 | 2 | -2.5 | -1
COc1ccc(CCNC(=O)CCNC(=O)N2CC(=O)Nc3ccccc32)cc1 | -9 | 5 | 12 | -2.2 | -19 | 13 | 9 | -4.2 | -13
CCOC(=O)c1cnc2cc3c(cn2c1=O)CCCC3 | 1 | 1 | -5 | -0.6 | -1 | -5 | -2 | -2.3 | 1
Cc1ccc(S(=O)(=O)N2CCC(C(=O)N3CCC[C@H]3C(=O)NC3CCS(=O)(=O)C3)CC2)cc1 (stereo partly specified) | 7 | 3 | -5 | -1.2 | -9 | 2 | -1 | -4.6 | -7
COc1cc(/C=C(\C#N)C(=O)NCC2CCCO2)ccc1OC(C)C (stereo unspecified) | -2 | 1 | 1 | -1.4 | -14 | 3 | -2 | -0.4 | -6
Cc1cc(N2CCOCC2)ccc1/C=C1\NC(=O)N(CC(=O)Nc2ccc(F)cc2)C1=O | 4 | 0 | 6 | -2.4 | 8 | 14 | 6 | -0.5 | -2
CC(C)CCNC(=O)C1(c2cccs2)CCOCC1 | 8 | 5 | 4 | 4.8 | -7 | 10 | -2 | 0.3 | 0
C=CCn1c(=NC(=O)C2CCCCC2)sc2cc(NC(C)=O)ccc21 | 2 | 1 | 6 | -3.5 | 0 | 13 | 1 | -2.7 | 9
CCOc1ccc(OCCNCc2ccc(OC(C)C(=O)N(C)C)c(OCC)c2)cc1 (stereo unspecified) | -18 | 0 | -34 | -1.4 | 12 | 3 | 3 | 0.6 | 2
CC1(OC(=O)CCc2ccccc2)C(=O)C=C2C=C(c3ccc(C#N)cc3)N(CCc3ccccn3)C=C2C1=O (stereo unspecified) | . | 3 | . | . | . | 20 | 3 | . | -15
Cc1ccccc1NC(=O)c1ccc(NS(=O)(=O)c2cc(C(C)(C)C)cc(C)c2C)cc1 | -14 | 4 | -1 | -3.2 | -9 | -19 | 5 | -3.1 | -2
O=C(NNC(=S)NC(=O)c1ccco1)c1ccc(NC(=O)c2ccccc2)cc1 | 10 | -9 | 7 | -3.2 | -22 | -34 | 3 | -5.9 | 8
O=C(Cc1ccccc1)N/N=C/c1cccnc1 | -1 | 6 | 2 | -2.0 | 0 | 9 | -3 | -2.0 | 2
CCOC(=O)C(NC(C)=O)C(=O)Nc1c(C)cccc1C (stereo unspecified) | -4 | -2 | 12 | -1.4 | -1 | 12 | 2 | -3.2 | -3
Cc1cccc(N2CCN(S(=O)(=O)c3c(C(=O)N4CCCCC4)c(C)n(C)c3C)CC2)c1C | 2 | -1 | -15 | -6.0 | -63 | 12 | 1 | -2.3 | 3
N=c1ccn(Cc2ccc(Cl)c(Cl)c2)cc1 | -8 | 1 | -4 | 0.8 | 4 | 3 | -1 | -2.2 | -17
O=C(/C=C/c1ccccc1)Nc1ccc(Cl)cn1 | -3 | -1 | -4 | -1.3 | -2 | 9 | . | -0.4 | -3
N#CCSc1nnc(-c2ccc(F)cc2)n1N | 2 | 5 | 2 | -1.9 | 3 | 8 | -2 | -3.7 | 4
CCNC(=O)N1C(=O)C2(OCCO2)c2cc(Br)ccc21 | 5 | -1 | 2 | -3.7 | -2 | 8 | -2 | -5.3 | -14
O=C(CSc1nnc(-c2ccccc2F)n1C1CC1)Nc1cccnc1Cl | -1 | 0 | 11 | -1.0 | -16 | 10 | -8 | -3.9 | -4
CCOC(=O)CNC(=O)C12CC3CC(C1)CC(c1ccc(C)cc1)(C3)C2 | -3 | -1 | 7 | -0.5 | -47 | -8 | 3 | -0.4 | 2
CCCC1=Nc2cc(C(=O)NCCCN3CCOCC3)ccc2Sc2ccccc21 | 5 | 4 | -96 | -2.0 | 16 | 11 | 2 | -2.8 | -6
COC(=O)C1CCN(C(=O)c2ccc3oc(Cc4ccc(Cl)cc4)nc3c2)CC1 | 6 | 3 | -5 | -1.3 | -51 | 2 | 1 | -1.9 | -10
O=C(CNC(=O)c1ccc2c(c1)OCO2)N/N=C/c1cccc([N+](=O)[O-])c1 | -15 | 7 | 5 | 0.3 | 2 | 10 | -2 | -2.6 | -8

Arranged by molecular weight (rising): some entries from above
SMILES | PfM18AAP inh | IDE act | NS3 helicase inh | VIM-2 inhibitor | FID counter | SUMO HTRF inh | IDE inh | IMP-1 inh | pCIP destab
N#CCSc1nnc(-c2ccc(F)cc2)n1N | 2 | 5 | 2 | -1.9 | 3 | 8 | -2 | -3.7 | 4
N=c1ccn(Cc2ccc(Cl)c(Cl)c2)cc1 | -8 | 1 | -4 | 0.8 | 4 | 3 | -1 | -2.2 | -17
COc1cc(/C=C(\C#N)C(=O)NCC2CCCO2)ccc1OC(C)C (stereo unspecified) | -2 | 1 | 1 | -1.4 | -14 | 3 | -2 | -0.4 | -6
CCOC(=O)CNC(=O)C12CC3CC(C1)CC(c1ccc(C)cc1)(C3)C2 | -3 | -1 | 7 | -0.5 | -47 | -8 | 3 | -0.4 | 2
O=C(NNC(=S)NC(=O)c1ccco1)c1ccc(NC(=O)c2ccccc2)cc1 | 10 | -9 | 7 | -3.2 | -22 | -34 | 3 | -5.9 | 8
CCCC1=Nc2cc(C(=O)NCCCN3CCOCC3)ccc2Sc2ccccc21 | 5 | 4 | -96 | -2.0 | 16 | 11 | 2 | -2.8 | -6
Cc1cccc(N2CCN(S(=O)(=O)c3c(C(=O)N4CCCCC4)c(C)n(C)c3C)CC2)c1C | 2 | -1 | -15 | -6.0 | -63 | 12 | 1 | -2.3 | 3
Cc1ccc(S(=O)(=O)N2CCC(C(=O)N3CCC[C@H]3C(=O)NC3CCS(=O)(=O)C3)CC2)cc1 (stereo partly specified) | 7 | 3 | -5 | -1.2 | -9 | 2 | -1 | -4.6 | -7
CC1(OC(=O)CCc2ccccc2)C(=O)C=C2C=C(c3ccc(C#N)cc3)N(CCc3ccccn3)C=C2C1=O (stereo unspecified) | . | 3 | . | . | . | 20 | 3 | . | -15

The listing continues.
SMILES | PfM18AAP inh | IDE act | NS3 helicase inh | VIM-2 inhibitor | FID counter | SUMO HTRF inh | IDE inh | IMP-1 inh | pCIP destab
COc1ccc(C(=O)N/C(=C\c2cn(S(=O)(=O)N(C)C)c3ccccc23)C(=O)NCCN2CCOCC2)cc1OC | 0 | 3 | -56 | -1.9 | 22 | 3 | 1 | -0.9 | 5
Cc1ccc(S(=O)(=O)NNC(=O)CCCCC(=O)NNS(=O)(=O)c2ccc(C)cc2)cc1 | 3 | 6 | -9 | -5.5 | -14 | 17 | 0 | -3.6 | -19
O=C(O)c1ccc(COCC(F)(F)C(F)F)o1 | -7 | 5 | -2 | -2.6 | 3 | -4 | -1 | -4.4 | 6
Cc1csc(-c2cnn(-c3ccccc3)c2NC(=O)c2cccc(F)c2)n1 | 13 | 4 | 2 | 0.5 | -8 | 13 | 7 | -2.9 | 4
Cc1cccc(N2CCN(C(=S)c3ccc(-c4ccccc4[N+](=O)[O-])o3)CC2)c1 | 7 | -1 | 13 | -0.8 | -7 | 32 | 1 | -3.5 | 0
COc1ccccc1NC(=O)CN1CCC(n2nnc3cc(F)ccc32)CC1 | -15 | -1 | -9 | 1.3 | -12 | 7 | -2 | -4.2 | -3
COc1ccc(C(C(=O)NC2CCCC2)N(C(=O)c2ccoc2C)c2ccc(C)cc2)cc1 (stereo unspecified) | 6 | -1 | -5 | 0.1 | -40 | 2 | -9 | -2.2 | 3
S=c1[nH]cc(-c2ccccc2)n1-c1ccccc1 | 3 | 0 | 1 | -2.5 | -5 | -10 | -2 | -2.4 | -8
CC(C)Cn1c(N)c(-c2nc(C(C)C)c(C(=O)c3ccccc3F)s2)c(=O)n(C)c1=O | -5 | . | 13 | 2.1 | -5 | 8 | -5 | -0.3 | -5
Cc1ccc(S(=O)(=O)N2CC(=O)NC(=O)C2)cc1 | -3 | 1 | 12 | 0.7 | -7 | 4 | 0 | -1.1 | -1
CN(Cc1ccccc1)C(=O)COC(=O)c1ccc(Cl)c(N)c1 | -10 | 3 | 8 | -2.6 | -10 | -12 | 1 | -3.0 | -9
C1CCC(CNc2c3c(nc4nnnn24)CCCC3)CC1 | 2 | 0 | -5 | 0.3 | -3 | 9 | 8 | -3.4 | -2
COc1cc(/C=C2/C(=O)CNC2=O)ccc1O | 4 | 3 | 10 | -0.3 | -2 | -1 | -1 | -0.5 | -8
O=C(COCC(=O)N1CCOCC1)N1CCOCC1 | 1 | 8 | -17 | -1.9 | 1 | -5 | -3 | -1.8 | 10
COc1ccc(C(=O)NN)cc1 | -5 | 0 | -6 | -2.5 | -11 | 21 | -8 | -2.9 | 0
Cc1cccc(Oc2nc3ccccn3c(=O)c2/C=C(\C#N)C(=O)NC2CCS(=O)(=O)C2)c1 (stereo unspecified) | -6 | 0 | 9 | 1.4 | -17 | 25 | 7 | 0.7 | -4
COC(=O)C1CCN(C(=O)c2ccc(SC)cc2OC)CC1 | 8 | 2 | 7 | -1.3 | -13 | 0 | 7 | -0.1 | 6
O=C1C2CCCN2C(=O)N1CCCN1CCN(c2cccc(Cl)c2)CC1 (stereo unspecified) | -3 | 2 | 3 | -1.1 | -1 | 14 | 5 | -3.3 | 3
CCCCOc1ccc(Cc2c(Cl)nc(SC)nc2N2CCOCC2)cc1 | -8 | -2 | 4 | -4.2 | -4 | 14 | -2 | -3.3 | 5
COc1ccc(Cc2n[nH]c(=S)n(N)c2=O)cc1 | 26 | 2 | -1 | -5.3 | 1 | 29 | 0 | -3.5 | -11
Cc1c(Cl)cccc1NC(=O)C1CCCN(S(C)(=O)=O)C1 (stereo unspecified) | 6 | -4 | 27 | -1.8 | -12 | 1 | . | -3.6 | -4
CCn1c(=O)cc(N2CCN(C(=O)c3ccco3)CC2)[nH]c1=O | 5 | 8 | 16 | -1.8 | -1 | 3 | -3 | -2.0 | -7
COc1ccc(C(CC(=O)c2ccc(O)cc2)S(=O)(=O)c2ccc(C)cc2)cc1 (stereo unspecified) | 5 | 7 | -19 | -0.5 | -2 | -19 | -6 | -3.1 | -6
Cc1onc(-c2ccccc2)c1C(=O)N/N=C/c1ccco1 | 19 | 7 | 40* | 34* | -24 | 12 | 4 | -4.6 | -15
